Compound activity (PubChem BioAssay)
HIF-2a inh: blocks HIF-2a reporter activity; 0.72% of 360,000 active; 786-0 RCC cells HIF-2a reporter, luciferase luminescence, overnight; inhibition, % at 18.8 µM;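 active = inhibition of the luminescence signal of 40% or more relative to plate controls, in a single-dose primary screen at 18.75 µM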
Peg3 promoter: reduces Peg3 promoter-driven luciferase expression in HeLa; 1.7% of 360,000 active; AID 588405; inhibition, % at 20 µM; HeLa PEG-Prom luciferase reporter, luminescence, overnight;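 active = inhibition of at least 50% at 20 µM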
CaV13 FRET inh: Disruptors of the CACNA1D IQ motif to Ca2+-dependent inactivation inhibitor domain association, primary screening, Förster resonance energy transfer in intact living …; HEK cells, CFP/YFP FRET ICDI-IQ, plate reader, 10 min; percent FRET-ratio fall versus neutral wells; 0.098% of 340,000 active; inhibition, % at 12.3 µM;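 active = mean replicate inhibition of at least 30% and at least 1% of replicates passing that level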;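 note: 0% = median of the neutral control wells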
NR2E3 ag-1: NR2E3 (human) agonism; GST-NR2E3/biotin-RetCOR TR-FRET, 1536-well; 0.12% of 320,000 active; AID 2300; inhibition of corepressor binding, % at 4.78 µM;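 active = percent inhibition above the cutoff of mean plus 3 SD of all tested compounds, set per screening campaign, cut at about 20% in these data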;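 note: 0% = DMSO wells and 100% = biotin wells as full block of FRET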
Target sequence (Q9Y5X4 whole entry, looked up): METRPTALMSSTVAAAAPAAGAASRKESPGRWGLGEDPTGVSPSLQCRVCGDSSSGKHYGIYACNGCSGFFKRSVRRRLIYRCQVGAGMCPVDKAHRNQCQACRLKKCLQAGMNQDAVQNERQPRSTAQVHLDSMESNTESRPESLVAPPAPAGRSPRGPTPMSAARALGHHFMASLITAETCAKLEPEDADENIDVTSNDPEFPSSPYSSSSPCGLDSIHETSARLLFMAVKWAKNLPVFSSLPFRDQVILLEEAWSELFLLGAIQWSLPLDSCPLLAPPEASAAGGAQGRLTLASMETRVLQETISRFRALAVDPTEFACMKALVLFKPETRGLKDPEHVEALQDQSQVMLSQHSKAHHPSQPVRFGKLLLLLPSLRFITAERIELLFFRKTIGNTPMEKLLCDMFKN
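Test system: GST-NR2E3 and biotin-RetCOR proteins | Quantity: 1.35 nM GST-tagged NR2E3 final | Medium: Tris pH 7.5 | Also added: 7 nM biotin-RetCOR | Dosing: Compound at 4.8 µM, single dose | Timing: 5 h at 4 °C | Detection: Time-resolved FRET | Read-out basis: Percent inhibition | Benchmarks: Biotin wells as high control, 0.6% DMSO wells as low control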
NR2E3 ag-2: agonists of human NR2E3 nuclear receptor. CHO-S Gal4-NCOR/VP16-NR2E3 two-hybrid, luciferase. Q9Y5X4. 0.35% of 360,000 active. inhibition of corepressor binding, % at 3.98 µM. AID 602229;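 active = inhibition above the mean of all tested compounds plus 3 SD, cut at about 70% in these data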;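 note: 0% = DMSO with NR2E3 transfected cells and 100% = cells lacking NR2E3 construct; higher means lower luciferase signal from less NR2E3 corepressor binding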
PDI turbidity: blocks human protein disulfide isomerase activity; P07237; PDI insulin aggregation turbidity, A650, 90 min; inhibition, % at 10 µM; 0.052% of 350,000 active;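 active = mean inhibition across replicates of 30% or more, whatever share of single replicates reach that level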;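 note: absorbance from insulin aggregation driven by PDI reduction with DTT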
Target sequence (P07237 whole entry, looked up): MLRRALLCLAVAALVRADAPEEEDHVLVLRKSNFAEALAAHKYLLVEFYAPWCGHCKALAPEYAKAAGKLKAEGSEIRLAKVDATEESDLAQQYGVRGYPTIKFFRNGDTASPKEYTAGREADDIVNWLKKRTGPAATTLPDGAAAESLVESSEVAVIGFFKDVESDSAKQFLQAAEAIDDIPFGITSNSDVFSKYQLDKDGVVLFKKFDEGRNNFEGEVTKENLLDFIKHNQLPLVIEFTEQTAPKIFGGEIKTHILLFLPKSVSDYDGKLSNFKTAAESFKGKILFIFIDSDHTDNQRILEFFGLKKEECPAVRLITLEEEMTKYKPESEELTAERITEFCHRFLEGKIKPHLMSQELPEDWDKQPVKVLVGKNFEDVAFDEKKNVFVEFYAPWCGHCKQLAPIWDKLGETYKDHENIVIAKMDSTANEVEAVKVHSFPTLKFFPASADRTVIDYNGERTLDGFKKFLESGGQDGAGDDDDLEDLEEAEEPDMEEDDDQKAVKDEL
KKLEB tox: counter-screen for CF NF-kB inhibitors: cytotoxicity | 0.36% of 360,000 active | KKLEB CF airway cells viability, ATPlite luminescence, overnight; stronger effect = lower value; cells stimulated with P. aeruginosa culture filtrate | activity change (cytotoxicity), % at 5 µM | AID 602141;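 active = corrected activity change at or below -50% at 5 µM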
MITF TRPM1 inh: MITF TRPM1 promoter inhibition in SK-MEL-5 cells; 0.83% of 330,000 active; inhibition, % at 12.5 µM; SK-MEL-5 TRPM1 promoter luciferase, 24 h;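 active = mean inhibition across replicates of 60% or more, whatever share of single replicates reaches that level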; note: values of inactives mirror those of a sister screen read the other way
Shn3 inh set2: reduces Shn3 3'UTR luciferase signal in osteoblasts; AID 588674; inhibition, % at 12.5 µM; Clone20 osteoblast Shn3 3'UTR firefly luciferase, 24 h; 0.52% of 360,000 active;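 active = mean inhibition of at least 75% with every replicate also reaching 75%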;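 note: 0% = median of neutral control wells and 100% = pilot-screen positive control compound; some compounds past the cut are filed as inactive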
CF NFkB inh: blocks PAF-induced NF-kB reporter in cystic fibrosis cells; 0.86% of 360,000 active; AID 588850; KKLEB NF-kB-GFP reporter, GFP fluorescence overnight; inhibition, % at 5 µM;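 active = at least 50% inhibition at 5 µM, scaled per plate between neutral and stimulator controls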;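 note: PAF is a Pseudomonas aeruginosa culture filtrate used as stimulus; plate controls were PAF-stimulated DMSO wells for no effect and unstimulated DMSO wells for full effect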
Vif imaging: inhibitors of HIV Vif; 0.35% of 340,000 active; HEK293T cells, Vif self-association by quenched fluorescence, imaging, 24 h; inhibition, % at 7.49 µM; in the data active = inhibition above about 50%, passing the limit was not always enough; note: some results filed as inactive read as strong as hits
Active calls of the source: *; . = not tested or not shown.

mol,HIF-2a inh,Peg3 promoter,CaV13 FRET inh,NR2E3 ag-1,NR2E3 ag-2,PDI turbidity,KKLEB tox,MITF TRPM1 inh,Shn3 inh set2,CF NFkB inh,Vif imaging
Cc1ccc2occ(/C=N/NC(=O)c3ccccc3C)c(=O)c2c1,22.4,14.0,-3.3,-1.8,0.1,0.9,-1.4,-13.2,-30.1,71.0*,-1.9
O=C(O)c1ccc2c3c(cccc13)C(=O)N(c1ccccc1)C2=O,3.5,12.2,-4.0,2.8,4.0,7.7,23.2,13.7,-7.3,1.2,-4.9
CCN(C(=O)COC(=O)CCOc1ccccc1)c1c(N)n(Cc2ccccc2)c(=O)[nH]c1=O,5.6,1.6,-5.4,6.6,-0.5,-0.1,9.1,6.3,-1.8,12.3,36.8
Cc1cc(C)c(C#N)c(N2CCN(Cc3ccccc3)CC2)n1,6.3,12.0,-3.8,3.2,-21.0,-9.3,8.2,-6.6,10.9,5.0,-5.8
CCN([C@H](CO)C(C)C)S(=O)(=O)c1ccccc1Br,10.4,1.3,-8.9,.,-35.7,-2.4,18.0,-19.0,-17.0,-8.4,1.9
COc1cc2c(cc1OC)C(Cc1ccc(O)cc1)NCC2 (configuration not stated),10.9,-3.6,-3.7,-1.1,-4.6,10.2,13.0,-13.3,-13.6,8.5,-0.5
O=C(COn1nnc2ccc(Cl)cc21)NCc1ccccc1,-10.6,-16.3,-2.3,-1.1,-5.5,-13.8,-6.9,-0.4,2.4,28.6,1.5
CCNc1nc(NC(C)CC)nc(Oc2ccc(=O)[nH]n2)n1 (configuration not stated),-27.7,9.0,-9.0,-0.4,7.3,-3.1,-6.9,5.9,2.8,0.1,-2.3
C[C@H]1CN([C@@H](C)CO)C(=O)c2cccc(NS(=O)(=O)c3ccc(Cl)cc3)c2O[C@@H]1CN(C)CC1CCCCC1,-2.1,-0.2,-5.8,.,-2.1,13.8,-1.9,-6.3,-29.1,-12.4,-1.1
CCCCn1cnc2c(SCc3ccccc3F)nc(N)nc21,-191.9,-158.0,-6.5,.,-44.3,-0.4,-9.4,-35.5,-10.5,-1.2,-6.7
Cc1cccc(C(=O)N2CCCC(CCC(=O)N3CCN(c4ccccn4)CC3)C2)c1 (configuration not stated),12.7,21.1,-3.0,0.5,-13.3,-3.8,-12.0,7.4,-0.8,2.7,-2.3
CSCCC(NS(=O)(=O)c1ccc(C)cc1)C(=O)NCC(C)(C)N1CCOCC1 (configuration not stated),6.1,2.6,-2.7,-0.4,-8.9,-12.9,-2.2,5.8,-9.9,4.9,-5.9
CC(=O)Nc1ccc(NC(=O)C2Cc3c(-c4cccc(F)c4)ccnc3O2)cc1 (configuration not stated),4.1,4.6,-4.7,.,-5.6,-2.7,9.0,.,-4.1,-23.5,4.0
N#Cc1cccc(NC(=O)COC(=O)c2ccc[n+]([O-])c2)c1,17.3,8.2,-6.4,.,-1.7,-4.3,-2.7,2.9,5.5,-14.2,5.8
CNC(=O)COC(=O)c1ccccc1C(=O)c1ccc(Cl)c([N+](=O)[O-])c1,71.3*,100.1*,-4.5,.,4.0,-4.7,-40.3,89.2*,38.6,90.5*,29.6
CC(NC(=O)c1cccc(N2CCCC2=O)c1)c1ccc2c(c1)OCCO2 (configuration not stated),8.2,9.7,.,1.2,-1.6,-3.2,1.2,5.9,-2.2,-11.6,-10.0
Cc1cc(C)c2cc(C#N)c(N3CCNCC3)nc2c1,7.7,5.0,-5.9,.,-3.1,-7.8,3.9,.,0.7,-12.3,0.8
Cc1nc(C(F)(F)F)nc(Nc2ccc(Br)cc2)c1C#N,3.7,-7.3,-7.0,6.5,-17.4,0.4,-17.0,14.7,1.3,12.0,-5.5
CC1(C)NC(=O)N(CCOCCOc2ccc3ccccc3c2Br)C1=O,-168.5,-95.0,-5.4,2.9,-52.9,-4.4,-10.9,-21.8,3.0,-2.4,-0.6
COc1ccc(N2C(=O)c3ccccc3NC23CCC(C)CC3)cc1 (configuration not stated),-209.4,-178.3,-9.2,4.9,-56.2,-6.4,-12.0,-67.8,-95.5,14.8,1.2
Cc1ccsc1C(=O)OCc1nnc(-c2ccccc2)o1,-121.0,-347.9,-2.6,.,-54.4,-13.9,2.7,-93.7,-92.7,0.5,-11.9
CCCC(=O)Nc1ccc2nc(SCC(=O)Nc3nccs3)sc2c1,-46.8,-22.5,.,-0.7,-19.5,13.6,3.9,1.0,3.5,0.6,.
CCSC1=C(C#N)C(c2ccc(F)cc2)CC(=O)N1 (configuration not stated),20.7,23.9,-11.3,.,10.9,-22.2,-0.1,-6.2,-26.6,2.2,0.9
O=C(O)/C=C/C(=O)N1CCN(C(c2ccccc2)c2ccccc2)CC1,16.6,14.1,-0.1,11.1,-11.9,-1.1,4.0,8.5,-7.2,-18.2,6.6
COc1ccc(NC(=O)COC(=O)c2cc(OC)c(OC)cc2NC(=O)c2ccco2)cc1OC,5.2,35.5,-3.1,-0.2,-33.4,-2.5,-8.6,41.3,-20.4,-50.5,24.2

An excerpt from above in order of the HIF-2a inh value, ascending.
SMILES,HIF-2a inh
CC1(C)NC(=O)N(CCOCCOc2ccc3ccccc3c2Br)C1=O,-168.5
CCN(C(=O)COC(=O)CCOc1ccccc1)c1c(N)n(Cc2ccccc2)c(=O)[nH]c1=O,5.6
Cc1cccc(C(=O)N2CCCC(CCC(=O)N3CCN(c4ccccn4)CC3)C2)c1 (configuration not stated),12.7

(continued)
mol,HIF-2a inh,Peg3 promoter,CaV13 FRET inh,NR2E3 ag-1,NR2E3 ag-2,PDI turbidity,KKLEB tox,MITF TRPM1 inh,Shn3 inh set2,CF NFkB inh,Vif imaging
NC1=NC(c2cccc(Cl)c2)N(CCc2ccc(F)cc2)C(N)=N1 (configuration not stated),0.0,15.3,-4.3,-0.1,-17.2,-12.6,-19.8,10.4,20.8,-14.7,-2.9
COc1cc(/C=N/O)c(Br)cc1OCC(=O)Nc1ccccc1C,-24.1,32.0,-4.8,-1.0,-26.4,5.7,8.4,-30.1,-8.4,-29.2,-3.4
COc1ccc(Nc2nc3ccccc3n3cnnc23)cc1,-65.9,-5.6,-8.3,-0.9,11.9,-4.3,-7.3,5.0,-1.9,-23.0,0.8
S=C(NC1CCCCC1)N1CCN(c2ccccn2)CC1,10.7,4.3,-2.5,2.4,-7.4,-0.9,-12.7,-4.8,4.4,3.0,-5.0
CCOc1cc(/C=C2/NC(=O)NC2=O)cc(Br)c1OCc1ccc(C(=O)O)cc1,4.2,11.0,-4.8,1.9,-4.2,-0.3,-6.7,8.9,-3.8,5.2,-1.6
CCOc1ccc(N/C(SCc2cccc([N+](=O)[O-])c2)=C(/C#N)C(N)=O)cc1,5.0,38.3,-4.3,1.1,-28.9,-3.7,-5.6,-10.7,-0.8,8.1,-0.9
N#Cc1ccc(N2CCOCC2)nc1,9.9,-0.9,-4.5,2.4,17.6,-11.4,-6.3,0.4,-46.4,-12.2,-11.6
Cc1ccc(C2=C/C(=C/c3cccnc3)C(=O)O2)c(C)c1,-18.1,-14.9,4.3,1.6,-10.7,5.3,-2.1,3.1,-11.8,10.9,-4.7
O=C1c2ccccc2NC(c2ccc(-c3ccccc3F)o2)N1O (configuration not stated),-227.2,-56.5,-5.2,3.7,-89.4,0.9,-3.5,-88.1,-65.9,-2.9,-7.6
c1ccc2c(Nc3nc(-c4ccncc4)nc4ccccc34)cccc2c1,31.2,4.0,-19.4,-1.2,18.1,-0.2,-16.6,.,17.4,14.3,-1.1
CC1=C(C(=O)OCc2ccccc2)C(c2ccccc2Cl)NC(=O)N1CCCC(=O)O (configuration not stated),13.4,6.5,-10.2,-0.8,-0.3,8.3,-0.2,-17.3,4.1,2.0,11.6
CCCS(=O)(=O)N1CCCC(C(=O)Oc2ccc(Cl)cc2)C1 (configuration not stated),11.4,7.0,-2.6,6.1,-13.7,-0.6,7.0,-0.8,-13.7,5.6,20.6
O=C(Nc1ccc(OC(F)F)cc1)c1cc(S(=O)(=O)N2CCOCC2)ccc1F,12.9,2.1,.,-0.3,-17.0,-3.2,5.7,0.4,0.2,-0.6,0.2
CCS(=O)(=O)n1nc(-c2ccc(Cl)cc2)nc1N,-53.1,-24.2,-6.2,4.6,-33.3,11.3,3.5,.,-2.2,-13.3,.
Cn1c(=O)c2cc(S(=O)(=O)Nc3cccc(F)c3)ccc2n(C)c1=O,22.5,27.2,.,0.9,6.2,4.3,6.2,1.9,.,-3.4,.
O=C(Nc1c2c(nn1-c1ccccc1)CS(=O)(=O)C2)c1ccc2c(c1)OCO2,4.9,-5.6,-2.6,0.9,26.7,-1.1,6.7,7.1,6.5,-12.6,5.5
Cn1cnnc1SCC(=O)NC1CCCC1,4.0,9.4,-5.6,2.8,18.0,0.8,1.7,-11.0,-9.0,0.5,-4.7
O=C(c1ccc(-c2ccc([N+](=O)[O-])cc2)o1)N1CCCCCCC1,8.0,105.4*,-6.0,0.1,-28.9,-3.3,-6.5,-17.1,-30.8,29.9,1.8
O=C(NCc1ccco1)C1CCN(c2nnc(-n3cccc3)s2)CC1,-23.7,-6.9,-5.1,0.9,-28.7,3.4,-6.3,-2.3,-28.1,2.7,-0.3
